# Compound activity deposited in PubChem by MTDP.
# RNase H inhibition: RNase H inhibition, HIV 1 Gag Pol polyprotein, FRET biochemical assay, screening (AID 372); inhibition, % at 10 µM, or IC50 in µM where a hit was titrated; 100,000 tested, 0.77% active; HIV-1 RT RNase H, FRET RNA/DNA substrate fluorescence; higher % means a stronger effect; in the data active = inhibition above about 50%
# * marks the source's active call; other numbers are inactive results; & = joins results of further samples.
# Start of the listing, in advance, 4 compounds:
SMILES,RNase H inhibition
C(=NNc1cc(N2CCCCC2)nc(N2CCCCC2)n1)c1ccco1,16.0%
COc1ccc(C(=O)Nc2ccc(Cc3ccncc3)cc2)cc1OC,6.0%
Cc1cccc(C)c1OCC(=O)NN=Cc1ccc(O)cc1,10.0%
CC(=O)c1ccc(NC(=S)Nc2ccc3nccnc3c2)cc1,10.0%

# The whole of this part, previewed entries included:
SMILES,RNase H inhibition
C(=NNc1cc(N2CCCCC2)nc(N2CCCCC2)n1)c1ccco1,16.0%
COc1ccc(C(=O)Nc2ccc(Cc3ccncc3)cc2)cc1OC,6.0%
Cc1cccc(C)c1OCC(=O)NN=Cc1ccc(O)cc1,10.0%
CC(=O)c1ccc(NC(=S)Nc2ccc3nccnc3c2)cc1,10.0%
Cc1ccc(C(=O)N/C(=C/c2ccccc2F)C(=O)NC(C)C)cc1,1.0%
COc1ccc(-n2nc3cc(C)c(NC(C)=O)cc3n2)cc1,5.0%
O=S(=O)(Nc1ccc(N2CCCCC2)cc1)c1ccc(Cl)cc1,23.0%
CCCC(=O)Nc1ccc(NC(=O)c2ccc(C)c([N+](=O)[O-])c2)cc1,2.0%
COc1cc(/C=C(\C#N)C(=O)NCC2CCCO2)ccc1OCC(N)=O (centres undefined),4.0%
Cc1cc(-c2nc3ccc(Br)cc3c(=O)o2)ccc1[N+](=O)[O-],0.0%
Cc1cc(Br)c2c(c1)c(N=NC(N)=S)c(O)n2C,10.0%
COc1ccc(N2C(=O)NC(=O)/C(=C\c3cc(OC)c(OC)c(OC)c3)C2=O)cc1,11.0%
COc1cc(C2C(C(=O)OC3CCCCC3)=C(C)NC3=C2C(=O)CCC3)cc(OC)c1OC (centres undefined),6.0%
COc1cccc(OCCOc2ccc(C)cc2OC)c1,24.0%
O=C1NC(=S)N(c2ccc(Cl)c(Cl)c2)C(=O)/C1=C/C=C/c1ccccc1,36.0%
CCOc1cc(C2Nc3ccccc3NC3=C2C(=O)CC(c2ccc(OC)cc2)C3)ccc1OC(C)=O (centres undefined),3.0%
COc1ccc(C(=O)Nc2ccc(Cl)c(-c3nc4ccccc4o3)c2)cc1[N+](=O)[O-],42.0%
CC1C(C#N)=C(SCC(=O)Nc2ccc(Br)cc2)NC2=C1C(=O)CC(C)(C)C2 (centres undefined),8.0%
CC(=O)N1c2ccccc2NC2=C(C(=O)CC(C)(C)C2)C1c1ccccc1Cl (centres undefined),11.0%
CC1CCC(CCOC(=O)C(C)(C)C)C1(C)C (centres undefined),1.0%
CCCOc1ccccc1/C=C1/SC(N2CCN(c3ccc(Cl)cc3)CC2)=NC1=O,12.0%
Cc1cc(Cl)ccc1OC(C)C(=O)NCc1ccco1 (centres undefined),0.0%
Cc1ccc(N2CC(C(=O)NCC(C)C)CC2=O)cc1 (centres undefined),1.0%
O=C1NC(=S)S/C1=C/c1cccn1-c1cccc([N+](=O)[O-])c1,27.0%
O=C(NC12CC3CC(CC(C3)C1)C2)c1cncc(O)c1,0.0%
SMILES,RNase H inhibition
C=CCOc1ccc(/C=C2\SC(=S)N(c3ccc([N+](=O)[O-])cc3)C2=O)cc1OC,15.0%
Cc1ccc(Cl)cc1NC(=O)Cc1ccccc1[N+](=O)[O-],10.0%
O=C(Nc1ccccc1)Nc1ccccc1C(=O)O,1.0%
Cc1ccc(C2C(C#N)=C(N)Oc3cc(C)oc(=O)c32)c(C)c1 (centres undefined),0.0%
Cc1ccc(-c2cc(-c3ccncc3)c(C#N)c(N)c2C#N)cc1,8.0%
CCOC(=O)C1=C(C)N=c2s/c(=C\c3ccc(OC)cc3)c(=O)n2C1c1c(OC)ccc2ccccc12 (centres undefined),47.0%
COC(=O)c1ccc(CSc2nc3sc4c(c3c(=O)[nH]2)CCCC4)cc1,15.0%
CC(=O)Nc1ccc(NC(=S)NC(=O)c2ccc(F)cc2)cc1,6.0%
CCOC(=O)c1ccc(N2NC(=O)/C(=C/c3ccccc3)C2=O)cc1,9.0%
O=C(CCC(=O)Nc1ccc(Br)cc1)N/N=C/c1cccc(O)c1,0.0%
COc1ccc2ccccc2c1-c1nnc2ccc(C(F)(F)F)cn12,0.0%
CCN(C)c1ccc(/C=C(\C#N)c2[nH]nc(N)c2C#N)cc1,22.0%
O=c1/c(=C\c2cc(Cl)c(O)c(Cl)c2)sc2nc3ccccc3n12,10.0%
CCOc1ccc(/C=C2\N=C(c3ccccc3Br)OC2=O)cc1,0.0%
CCOC(=O)c1c[nH]c2c(OC)cc3c4ccccc4oc3c2c1=O,7.0%
CCOc1ccc(-n2sc3c(c2=S)-c2cc(C)cc(C)c2NC3(C)C)cc1,8.0%
C=CCN1C(=O)/C(=C/c2cc(C)n(-c3ccc(C(=O)O)cc3)c2C)C(=O)NC1=S,28.0%
O=C(O)c1ccc(CN2CCOCC2)o1,8.0%&7.0%
Cc1cc([N+](=O)[O-])ccc1-n1c(C)cc(/C=C2/C(=O)NC(=O)N(Cc3ccco3)C2=O)c1C,50.0%*
CC(C)(C)c1cc(C(=O)N/N=C/c2ccc(O)cc2O)n(-c2ccccc2)n1,4.0%
CCCOC(=O)C1=C(C)NC(=O)NC1c1cccc(Br)c1 (centres undefined),18.0%
COc1cc(-c2nc3sc4c(c3c(=O)[nH]2)CCCC4)ccc1C,7.0%
CCOc1ccc(C(=O)N2CC(C)OC(C)C2)cc1OCC (centres undefined),0.0%
CCn1c2ccccc2c2cc(CN3CCN(Cc4ccc(C)cc4)CC3)ccc21,19.0%
CN1C(=O)/C(=C/c2ccc(C(=O)O)cc2)SC1=S,14.0%

# Sorted by count of non-hydrogen atoms (smallest number first): part of the list above
SMILES,RNase H inhibition
O=C(O)c1ccc(CN2CCOCC2)o1,8.0%&7.0%
CN1C(=O)/C(=C/c2ccc(C(=O)O)cc2)SC1=S,14.0%
O=C(Nc1ccccc1)Nc1ccccc1C(=O)O,1.0%
Cc1ccc(Cl)cc1NC(=O)Cc1ccccc1[N+](=O)[O-],10.0%
CCN(C)c1ccc(/C=C(\C#N)c2[nH]nc(N)c2C#N)cc1,22.0%
COc1cc(-c2nc3sc4c(c3c(=O)[nH]2)CCCC4)ccc1C,7.0%
O=C(CCC(=O)Nc1ccc(Br)cc1)N/N=C/c1cccc(O)c1,0.0%
COc1ccc2ccccc2c1-c1nnc2ccc(C(F)(F)F)cn12,0.0%
COC(=O)c1ccc(CSc2nc3sc4c(c3c(=O)[nH]2)CCCC4)cc1,15.0%
CCOc1ccc(-n2sc3c(c2=S)-c2cc(C)cc(C)c2NC3(C)C)cc1,8.0%
CC(C)(C)c1cc(C(=O)N/N=C/c2ccc(O)cc2O)n(-c2ccccc2)n1,4.0%
C=CCOc1ccc(/C=C2\SC(=S)N(c3ccc([N+](=O)[O-])cc3)C2=O)cc1OC,15.0%
CCn1c2ccccc2c2cc(CN3CCN(Cc4ccc(C)cc4)CC3)ccc21,19.0%
Cc1cc([N+](=O)[O-])ccc1-n1c(C)cc(/C=C2/C(=O)NC(=O)N(Cc3ccco3)C2=O)c1C,50.0%*
CCOC(=O)C1=C(C)N=c2s/c(=C\c3ccc(OC)cc3)c(=O)n2C1c1c(OC)ccc2ccccc12 (centres undefined),47.0%

# (list continues)
SMILES,RNase H inhibition
O=C1/C(=C\c2ccc(N3N=C(c4ccccc4)CC3c3ccccc3)cc2)SC(=S)N1C1CCS(=O)(=O)C1 (centres undefined),23.0%
CCCOC(=O)c1ccc(NC(=O)c2cc(I)ccc2Cl)cc1,15.0%
Cc1ccccc1NC(=O)/C(C#N)=C\c1ccc(-c2ccc(C(=O)O)cc2)o1,8.0%
COc1ccc2oc(=O)c(-c3csc(Nc4ccccc4C(F)(F)F)n3)cc2c1,0.0%
CCOC(=O)CNS(=O)(=O)c1ccc(OC)cc1,15.0%
COc1ccccc1-c1nnc(SC)o1,0.0%
CCOC(=O)C1=C(C)N=c2s/c(=C\c3ccc(F)cc3)c(=O)n2C1c1c(OC)ccc2ccccc12 (centres undefined),13.0%
CC1(C)C(=O)NC(=O)N1C(=O)c1ccccc1,5.0%
COc1ccc(Br)cc1/C=C/C(=O)Nc1ccc(N2CCCCC2)cc1,28.0%
CCOC(=O)C1=C(C)N=c2s/c(=C\c3ccc([N+](=O)[O-])cc3)c(=O)n2C1c1ccc(Cl)cc1 (centres undefined),13.0%
C/C(O)=C(\C(=S)NC(=O)c1ccccc1)C(N)=NC(=O)c1ccccc1,9.0%
COc1ccc(/C=C2\SC(=O)N(CC(=O)NC(C)(C)C)C2=O)cc1OC,1.0%
O=S(=O)(Nc1nc2ccccc2nc1NCc1ccccc1)c1ccc(Cl)cc1,1.0%
COC(=O)c1ccc(C(=O)OC)c(NC(=O)/C=C/c2ccccc2)c1,0.0%
NC(=O)/C=C/C(=O)Nc1ccc2c(c1)OCO2,5.0%
CCCC(C)C(=O)Nc1ccc(Br)cc1F (centres undefined),7.0%
O=C1NC(=S)N(c2ccc(Cl)cc2)C(=O)/C1=C/c1cccn1-c1ccccc1,4.0%
O=C(NCCCO)C(=O)NCCc1ccc(Cl)cc1,0.0%
N#C/C(=C\c1ccco1)c1nc2ccccc2n1Cc1ccc(Cl)cc1,1.0%
NC(=O)c1ccccc1NC(=O)c1cc2ccccc2o1,4.0%
Cc1ccccc1Nc1ccc2nonc2c1[N+](=O)[O-],18.0%
Cc1onc(-c2ccccc2Cl)c1C(=O)N(C)c1ccccc1,5.0%
O=C(O)c1cccc2c(Br)ccc(C(=O)O)c12,12.0%
CCOC(=O)c1ccc(NC(=O)c2ccc(CN(c3ccc(C)c(C)c3)S(C)(=O)=O)cc2)cc1,8.0%
O=c1nc(-c2ccc(Cl)cc2)c2cc(Cl)ccc2[nH]1,42.0%
SMILES,RNase H inhibition
COc1ccc(C2/C(=C(\O)c3ccccc3)C(=O)C(=O)N2c2cccnc2)cc1OC (centres undefined),2.0%
O=C(c1ccc(F)cc1)N1CCN(Cc2cccc([N+](=O)[O-])c2)CC1,7.0%
C=CCOc1ccc(/C=C2\N=C(c3ccc4ccccc4c3)OC2=O)cc1,14.0%
CCOc1cccc(Nc2ccc([N+](=O)[O-])cn2)c1,12.0%
O=C(Nc1cc(Cl)ccc1Cl)c1cc([N+](=O)[O-])ccc1Cl,3.0%
Cc1c(C(c2ccc(O)c(O)c2)c2c(C)n(C)n(-c3ccccc3)c2=O)c(=O)n(-c2ccccc2)n1C,9.0%
CCOc1ccccc1NC(=O)COc1ccccc1Cl,25.0%
Cc1ccc(N2C(=O)NC(=O)/C(=C\c3ccc(OCc4ccc(C(=O)O)cc4)cc3)C2=O)cc1,0.0%
Cc1cccc(C)c1OCC(=O)N/N=C/c1ccc(O)c([N+](=O)[O-])c1,0.0%
O=C(CC1(O)C(=O)N(Cc2ccccc2)c2ccccc21)c1cccs1 (centres undefined),17.0%
CCOC(=O)C1=C(C)N(CC(C)C)C(=O)/C1=C\c1ccc([N+](=O)[O-])cc1,11.0%
Cc1cc(OCCOc2ccc(Cl)cc2/C=C2\SC(=S)NC2=O)ccc1Cl,33.0%
COc1ccc(C(=O)/C=C/Nc2ccc(Br)c(Cl)c2)cc1,13.0%
Cc1cc(=O)[nH]c(SCC(=O)Nc2ccccc2F)n1,0.0%
CCCc1cc(=O)n2[nH]cc(-c3cccc4ccccc34)c2n1,2.0%
CN1CCN(C2=C(Cl)C(=O)N(c3cccc(Cl)c3)C2=O)CC1,14.0%
CCOc1cc(C2CC(=O)NC(C)=C2C(=O)OC)cc(Br)c1OC (centres undefined),1.0%
CCOC(=O)/C(C#N)=C/c1cccc(I)c1,12.0%
O/N=C/c1ccc(OCC(O)Cn2c3ccccc3c3ccccc32)cc1 (centres undefined),8.0%
O=C(Nc1ccccc1C(=O)Nc1ccccn1)c1ccccc1F,0.0%
CCSCCOC(=O)C1=C(C)NC2=C(C(=O)CCC2)C1c1ccccc1OC (centres undefined),16.0%
COc1ccccc1-n1c(O)c(C2=c3ccccc3=NC2=O)sc1=O,4.0%
C=CCOc1ccc(C(=O)NCC2OCCc3ccccc32)cc1 (centres undefined),0.0%
CC(C)Cn1cc(I)c(=O)n(CC(C)C)c1=O,0.0%
Cc1cc(Cl)cc(C)c1OCCn1ccnc1,0.0%
SMILES,RNase H inhibition
CCN=C1S/C(=C\c2ccc(I)o2)C(=O)N1CC,7.0%
CCOC(=O)C(=O)Nc1sc2c(c1C(=O)OCC)CC(C)(C)OC2,8.0%
CC(=O)Oc1cc2ccccc2cc1O,30.0%
CCc1ccc(OCC(=O)Nc2cccc(OC)c2)cc1,0.0%
CC/C(=N/NC(=O)c1cccc(Br)c1)c1ccccc1,5.0%
O=C1CC(NC2CCCCC2)C(=O)N1c1ccc(I)cc1 (centres undefined),3.0%
C/C(=N/NC(=O)c1ccccn1)c1c(C)[nH]n(-c2ccccc2)c1=O,9.0%
O=C(N/N=C/C=C/c1ccc([N+](=O)[O-])o1)c1cccc(O)c1,6.0%
Cc1ccc(N2C(=O)NC(=O)/C(=C\c3cnn(-c4ccccc4)c3)C2=O)cc1,11.0%
O=C(NCCCN1CCOCC1)c1cccc(F)c1,0.0%
COc1ccc(CCN=Cc2c(C(F)(F)F)[nH]n(-c3nc4ccccc4s3)c2=O)cc1OC,8.0%
CCCSc1nc(O)c(C(C)CCC)c(=O)n1CC (centres undefined),1.0%
COC(=O)C1=C(C)NC2=C(C(=O)CCC2)C1c1ccc(I)cc1 (centres undefined),15.0%
C=CCNc1nc(-c2c(C)nc3sccn23)cs1,7.0%
CCOC(=O)C1=C(C)N=c2s/c(=C\c3ccc(-c4ccc(C)cc4[N+](=O)[O-])o3)c(=O)n2C1c1ccccc1Cl (centres undefined),49.0%
CCC(Sc1nc2ccccc2[nH]1)C(=O)Nc1ccc(S(N)(=O)=O)cc1 (centres undefined),2.0%
CCN(CC)CCSc1nc(O)c(CC(C)C)c(=O)[nH]1,2.0%
NC(=O)c1cc(-c2ccc(Cl)cc2)nc2ccc(Br)cc12,13.0%
COc1ccc(Oc2ccc3[nH]c4c(c3c2)CCC/C4=N/O)cc1,18.0%
Cc1cc(C)c(S(=O)(=O)c2ccccc2C(C)(C)C)c(C)c1,3.0%
CCOC(=O)C1=C(C)N=c2s/c(=C\c3cn(-c4ccccc4)nc3-c3ccccc3)c(=O)n2C1/C=C/c1ccccc1 (centres undefined),31.0%
N#C/C(=C\c1ccc(-c2ccccc2)o1)C(=O)Nc1ccc(C#N)cc1,3.0%
S=C(c1ccc(-c2ccccc2Cl)o1)N1CCOCC1,28.0%
CC(C)C(=O)Nc1ccc(I)cc1Cl,0.0%
O=C(N/N=C\C(Br)=C\c1ccccc1)c1ccc([N+](=O)[O-])cc1,0.0%
C(=N\c1nc2ccccc2n1CCN1CCOCC1)/c1ccc2c(c1)OCO2,18.0%

# A portion of the library; rates above refer to the full screens.
